From PubChem BioAssay
TexasRed fluor = Total Fluorescence Counterscreen for Inhibitors of the Interaction of Thyroid Hormone Receptor and Steroid Receptor Coregulator 2; TRb/SRC2 Texas Red total fluorescence interference; Potency, µM (titrated, usually from 106 µM), for the others: at the top dose fluorescence change, negative = quenching; 280,000 tested, 0.29% active; active = well fitted curve in either direction with a large enough effect; inconclusive = small, poorly fitted or top-dose-only effect; note: % is set by controls: 0 for no effect and ±100 for the full control effect
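Human TRβ ligand-binding domain (0.6 uM) and Texas Red SRC2 peptide (20 nM) in Tris buffer with 1 uM T3 and 5% DMSO were incubated with pinned compound for 5 hr at ambient temperature. Total fluorescence was computed as S + 2P (555/632 nm).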
Tau FP inhib = qHTS for Inhibitors of Tau Fibril Formation, Fluorescence Polarization; 280,000 tested, 0.39% active; Potency, µM (titrated, usually from 57.7 µM), for inactives: at the highest dose activity, negative = inhibition, usual class: inhibitors; K18 P301L tau heparin fibrillization, Alexa594 FP, 6 h; AID 1468, 2008; note: % is set by controls: 0 for no effect and ±100 for the full control effect; nearly all actives have a fitted effect of over 55% in size
Target sequence (P10636 561-689 P618L limits assumed): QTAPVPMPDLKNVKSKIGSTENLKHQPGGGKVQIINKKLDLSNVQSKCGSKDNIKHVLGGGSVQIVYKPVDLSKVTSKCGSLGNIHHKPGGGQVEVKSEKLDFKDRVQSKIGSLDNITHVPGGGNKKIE
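K18 P301L tau (15 uM unlabeled/0.24 uM Alexa 594-labeled, final) + compound + heparin 20 uM final; 100 mM NaOAc pH 7; 6 hr 37 C; ThT 30 uM final added, 1 hr RT; FP ex 555/em 632 nm.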
TRb SRC2 PPI = qHTS for Inhibitors of the Interaction of Thyroid Hormone Receptor and Steroid Receptor Coregulator 2. Potency, µM (titrated, usually from 106 µM), for the others: at the top dose activity change, negative = inhibition, usual class: inhibitors. 280,000 tested, 0.065% active. TRbeta-SRC2 peptide binding, fluorescence polarization; receptor liganded with 1 µM T3;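 note: plate controls were bound peptide for no effect and peptide without receptor for full effect; nearly all actives have a fitted effect of over 50% in size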
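Polarization signal, normalized between peptide-alone and full complex controls, measured compound effects on T3-liganded human TRb LBD (0.6 uM) binding 20 nM Texas Red SRC2 peptide after 5 hr.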
Tau ThT inhib = qHTS for Inhibitors of Tau Fibril Formation, Thioflavin T Binding | Microtubule-associated protein tau (Homo sapiens), P10636 | 270,000 tested, 2.1% active | recombinant tau K18 P301L, heparin-induced fibrillization, ThT fluorescence | AID 1460, 2008 | Potency, µM (highest dose often 57.4 µM), for the others: at the top dose activity, negative = inhibition, most hits filed as inhibitors; note: % is set by controls: 0 for no effect and ±100 for the full control effect; nearly all actives have a fitted effect of over 55% in size
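Heparin-induced fibrillization of the P301L-mutant K18 repeat-domain fragment of human tau was followed by ThT binding in quantitative high-throughput format.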
L3MBTL1 inh = qHTS Assay for the Inhibitors of L3MBTL1; AlphaScreen L3MBTL1–H3K9me1 peptide binding; AID 485360, 2010; 230,000 tested, 0.66% active; Potency, µM (top dose mostly 57.1 µM), for the others: top-dose activity, negative = inhibition, actives largely listed as inhibitors; note: % is set by controls: 0 for no effect and ±100 for the full control effect; nearly all actives have a fitted effect of over 60% in size
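Displacement of a biotinylated histone H3(1-15) peptide monomethylated at Lys9 (75 nM) from L3MBTL1 (50 nM) was measured by AlphaScreen after a 30 min room-temperature compound incubation; cefsulodin titration served as intraplate control.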
RECQ1 inh = qHTS Assay for Inhibitors of RecQ-Like Dna Helicase 1 (RECQ1); Potency, µM (series often up to 57.3 µM), inactives show at the highest dose activity, negative = inhibition, most hits filed as inhibitors; RECQ1 DNA unwinding, red fluorescence kinetic read; 240,000 tested, 0.54% active;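 note: plate controls were vehicle for no effect and no enzyme for full effect; nearly all actives have a fitted effect of over 30% in size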
Target sequence (P46063 whole entry, looked up): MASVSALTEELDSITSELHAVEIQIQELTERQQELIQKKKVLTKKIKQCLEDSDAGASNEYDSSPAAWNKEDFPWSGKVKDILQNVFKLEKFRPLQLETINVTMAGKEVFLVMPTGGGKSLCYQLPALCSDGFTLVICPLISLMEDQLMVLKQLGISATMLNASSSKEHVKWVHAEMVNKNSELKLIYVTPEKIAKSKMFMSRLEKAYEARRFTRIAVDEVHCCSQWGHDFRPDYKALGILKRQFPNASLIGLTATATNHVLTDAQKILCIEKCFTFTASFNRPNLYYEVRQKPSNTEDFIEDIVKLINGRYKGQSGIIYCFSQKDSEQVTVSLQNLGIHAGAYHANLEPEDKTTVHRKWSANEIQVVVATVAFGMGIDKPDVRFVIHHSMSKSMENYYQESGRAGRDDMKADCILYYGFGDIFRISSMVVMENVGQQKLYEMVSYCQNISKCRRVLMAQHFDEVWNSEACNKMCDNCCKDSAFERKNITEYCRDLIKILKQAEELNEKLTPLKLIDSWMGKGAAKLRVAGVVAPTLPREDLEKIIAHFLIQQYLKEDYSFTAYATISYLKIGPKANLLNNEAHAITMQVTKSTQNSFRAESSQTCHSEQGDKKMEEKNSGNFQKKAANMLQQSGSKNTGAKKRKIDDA
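RECQ1T1 50 nM; forked duplex (20 bp + 30-nt ss tails) 200 nM, ATP 2 mM final; pH 8.0, 2 mM MgCl2, 2.5 ug/ml poly(dI-dC); 15 min compound preincubation; discontinuous kinetic read over 2 h at RT.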
Tau fluor cs = Counterscreen qHTS for Inhibitors of Tau Fibril Formation, Fluorescence Polarization. tau K18 P301L (four-repeat tau fragment) Alexa594 fluorescence, heparin fibrillization. Potency, µM (titrated, usually from 57.7 µM), without a hit: at the highest dose activity change, negative = decrease. 280,000 tested, 0.93% active; note: % is set by controls: 0 for no effect and ±100 for the full control effect; nearly all actives have a fitted effect of over 55% in size
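Human K18 P301L tau (15 uM unlabeled plus 0.24 uM Alexa 594-labeled, final) in 100 mM sodium acetate pH 7 was mixed with compound and 20 uM heparin and incubated 6 hr at 37 C.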
HTT cytoprotect = qHTS Multiplex Assay to Identify Dual Action Probes in a Cell Model of Huntington: Cytoprotection (ATP) | Potency, µM (highest dose often 56.4 µM), inactives show cytoprotection (ATP increase), actives largely listed as activators | 230,000 tested, 0.14% active | PC12 HTT-Q103 induced, cytoprotection, ATP luminescence, 40 h;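 note: % of control where 0% means no effect; nearly all actives have a fitted effect of over 45% in size; toxic huntingtin expression switched on by the ecdysone agonist tebufenozide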
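PC12 cells with ecdysone-inducible HTT exon 1 Q103-GFP, induced with 100 nM tebufenozide and co-treated with library compounds in a dose series (1536-well, 1500 cells/well). Cytoprotection read as ATP content by ATPlite luminescence.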
Numbers without * were called inactive; i = inactive; ? = inconclusive; nt = no result given; [ ] = another dose, or the depositor's remark. Unless noted, calls come from the whole dose curve; as a rule, active = well fitted curve in the direction sought with a large enough effect; inconclusive = small, poorly fitted or top-dose-only effect, or another doubt; inactive = no such curve, though single readings can be large; an effect the other way counts as inactive or inconclusive. Potency is the fitted concentration of half-maximal effect.

Results follow in this order: TexasRed fluor, Tau FP inhib, TRb SRC2 PPI, Tau ThT inhib, L3MBTL1 inh, RECQ1 inh, Tau fluor cs, HTT cytoprotect
> Cc1cccc(C)c1NC(=O)c1cc2c(=O)c3ccccc3oc2nc1C(F)(F)F
→ 0%, -2%, 8%, -1%, -4%, -5%, -4%, -76%[inhibitor]
> CN(C)CC(O)COc1ccc(-c2ccc(C#N)cc2)cc1 (configuration not stated)
→ -4%, -2%, 4%, -2%, nt, -1%, -9%, 6%
> CC1(C)CC(=O)c2cc(C(=O)Nn3cnnc3)c(=O)n(-c3ccccc3)c2C1
→ -3%, -2%, 9%, -2%, nt, -9%, 1%, -11%
> O=C(Nc1nnc(-c2ccc(Cl)cc2)o1)c1ccc(N2C(=O)CCC2=O)cc1
→ 0%[53 µM], -2%, -1%[53 µM], 12%, 10%, -5%, 10%, -8%[10 µM]
> Cc1cccc(-c2nc(CSCC(=O)N3CCN(c4ccccn4)CC3)c(C)o2)c1
→ 0%, 8%, -1%, -15%, -5%, 1%, 4%, -22%
> COc1ccccc1-n1c(Cc2cccs2)n[nH]c1=S
→ 0%, -13%, -3%, 0%, 4%, 17%, -6%, nt
> COc1ccc(-c2cn3c(n2)sc2cc(C(=O)Nc4ccc(F)cc4Cl)ccc23)cc1
→ 5%, -8%, 3%, ?, nt, nt, -16%, nt
> COc1ccc(/C=C/C(=O)NC(=S)NCCc2ccc(OC)c(OC)c2)cc1
→ 1%, -2%, 1%, ?, -3%, 2%, -5%, -11%
> COC(=O)c1ccc(-n2c(C)ccc2-c2ccccc2)cc1
→ -2%, -1%, -6%, -17%, 3%, -3%, -14%, -40%[10 µM]
> Cc1ccccc1-c1nn2c(=O)cc(CN3CCN(S(=O)(=O)c4ccc(Cl)cc4)CC3)nc2s1
→ -1%, -7%, -2%, -8%, nt, nt, -13%, nt
> Cc1cccc(N2CCN(Cc3nc(-c4ccc(F)cc4F)oc3C)CC2)n1
→ -2%, 2%, 3%, ?, ?, 2%, -13%, 21%[10 µM]
> Cc1nn(C)c(C)c1CN(C)C(=O)C1c2ccccc2Oc2ccccc21
→ 6%, -5%, -20%, -1%, -12%, 1%, -3%, -11%[10 µM]
> COC(=O)c1sc(NC(=O)C2c3ccccc3Oc3ccccc32)c(C(=O)OC)c1C
→ 9%, -2%, 8%, 5%, -29%, 0%, 7%, 18%[10 µM]
> O=C(c1ccccc1C(=O)N1CCN(c2ccccc2F)CC1)N1CCN(c2ccccc2F)CC1
→ -6%, 9%, 5%, -5%, nt, -5%, 10%, 18%
> CCCOc1ccc(/C=C/C(=O)O)cc1OC
→ 2%, -2%, -3%, 0%, 12%, -3%, 1%, -28%
> CCOc1ccc(C(=O)CN2CCN(S(=O)(=O)c3ccc(Cl)cc3)CC2)cc1
→ -5%, -4%, 6%, -17%, 0%, -3%, -7%, 12%
> CNC(=O)c1ccc(Nc2nnc(-c3ccc(C)c(S(=O)(=O)N4CCCCC4)c3)c3ccccc23)cc1
→ -27%, ?, -4%, -8%, nt, nt, ?, nt
> CCOC(=O)c1ccc(NC(=O)c2ccccc2N(C)S(=O)(=O)c2ccccc2)cc1
→ -1%, -15%, 3%, -2%, 11%, -18%, -24%, 18%[10 µM]
> Cc1cccc(C)c1NC(=O)COC(=O)c1ccc(N2CCCC2)c([N+](=O)[O-])c1
→ 2%, -9%, -11%, -19%, -4%, i, 0%, 20%[10 µM]
> CCOC(=O)c1ccc(NC(=O)COc2cccc3c(=O)n(C)ccc23)cc1
→ -2%, -8%, -1%, ?, nt, nt, ?, nt
> CN(C)C(=O)CCCc1nc(-c2ccc(Cl)cc2)no1
→ 0%, 7%, -7%, -13%, nt, 11%, -10%, -27%
> CSc1nc(C)nc(C2CC2)c1C#N
→ -5%, -3%, -11%, 1%, -4%, 8%, -1%, -14%[10 µM]
> C=CCn1c(CNC(=O)c2ccco2)nnc1SCC(=O)c1ccc(OC)cc1
→ -1%, -5%, 6%, -9%, 5%, -13%, -7%, -27%

4 compounds from above, showing only RECQ1 inh.
Structure	RECQ1 inh
Cc1cccc(C)c1NC(=O)COC(=O)c1ccc(N2CCCC2)c([N+](=O)[O-])c1	i
O=C(Nc1nnc(-c2ccc(Cl)cc2)o1)c1ccc(N2C(=O)CCC2=O)cc1	-5%
COc1ccc(/C=C/C(=O)NC(=S)NCCc2ccc(OC)c(OC)c2)cc1	2%
CCCOc1ccc(/C=C/C(=O)O)cc1OC	-3%

5 entries from above, tab-delimited.
SMILES	TexasRed fluor	Tau FP inhib	TRb SRC2 PPI	Tau ThT inhib	L3MBTL1 inh	RECQ1 inh	Tau fluor cs	HTT cytoprotect
O=C(c1ccccc1C(=O)N1CCN(c2ccccc2F)CC1)N1CCN(c2ccccc2F)CC1	-6%	9%	5%	-5%	nt	-5%	10%	18%
CCCOc1ccc(/C=C/C(=O)O)cc1OC	2%	-2%	-3%	0%	12%	-3%	1%	-28%
CCOc1ccc(C(=O)CN2CCN(S(=O)(=O)c3ccc(Cl)cc3)CC2)cc1	-5%	-4%	6%	-17%	0%	-3%	-7%	12%
CNC(=O)c1ccc(Nc2nnc(-c3ccc(C)c(S(=O)(=O)N4CCCCC4)c3)c3ccccc23)cc1	-27%	?	-4%	-8%	nt	nt	?	nt
CCOC(=O)c1ccc(NC(=O)c2ccccc2N(C)S(=O)(=O)c2ccccc2)cc1	-1%	-15%	3%	-2%	11%	-18%	-24%	18%[10 µM]

Some of the compounds tested. The share of hits here may be higher or lower than overall.
